CHT PAM: CHT positive allosteric modulators, primary screen, cell-based, membrane potential dye, choline EC20; High affinity choline transporter 1 (Homo sapiens), Q9GZV3; B-score at 10 µM; CHT-expressing cells; hits give high values; LV-AA mutant CHT in HEK293 cells; 0.49% of 310,000 active; AID 488977, 2010;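 active means initial fluorescence not abnormally high and integrated response B-score, plate-corrected, over 3 SD above library mean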
Target sequence (Q9GZV3 whole entry, looked up): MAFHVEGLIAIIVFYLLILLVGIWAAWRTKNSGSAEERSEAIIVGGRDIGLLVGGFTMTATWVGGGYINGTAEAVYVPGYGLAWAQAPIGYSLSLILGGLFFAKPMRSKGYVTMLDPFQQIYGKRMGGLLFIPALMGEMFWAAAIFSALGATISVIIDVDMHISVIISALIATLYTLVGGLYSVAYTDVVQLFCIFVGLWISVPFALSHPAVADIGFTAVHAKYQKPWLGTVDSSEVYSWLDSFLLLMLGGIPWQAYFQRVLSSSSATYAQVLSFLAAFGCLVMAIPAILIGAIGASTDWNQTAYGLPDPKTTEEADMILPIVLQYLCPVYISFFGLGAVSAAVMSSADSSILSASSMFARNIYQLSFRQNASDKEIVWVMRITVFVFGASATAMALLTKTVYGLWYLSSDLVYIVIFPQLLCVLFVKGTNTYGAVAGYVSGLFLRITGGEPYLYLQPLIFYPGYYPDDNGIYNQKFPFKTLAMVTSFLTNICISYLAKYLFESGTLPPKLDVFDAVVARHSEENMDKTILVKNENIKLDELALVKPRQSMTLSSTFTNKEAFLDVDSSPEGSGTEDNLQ
CHT block: inhibitors of human choline transporter CHT; 0.86% of 310,000 active; CHT-expressing cells, membrane potential dye, choline response; hits give low values; High affinity choline transporter 1 (Homo sapiens), Q9GZV3; B-score at 10 µM;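 active means B-score over 3 SD under the library average, and starting fluorescence ratio not unusually high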;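 further: choline stimulus applied at its EC90 after an EC20 pre-addition; B-score computed on integrated fluorescence ratio after choline addition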
Starred values were filed as active, the others as inactive; i = inactive.

| Structure | CHT PAM | CHT block |
| --- | --- | --- |
| CC(=O)c1ccc(N2CCN(S(=O)(=O)c3cccc4nonc34)CC2)cc1 | i | i |
| N#Cc1nc(Cc2ccccc2)oc1NCc1ccccc1Cl | i | i |
| Cc1ccc(S(=O)(=O)CC(O)COc2ccccc2C#N)cc1 (stereo not given) | i | i |
| CCOC(=O)c1cc(C(=O)OCC)c(=O)[nH]c1N1CCCC1 | i | i |
| COc1ccc(NS(=O)(=O)c2cccc(NC(=O)COc3ccc(OC)cc3)c2)cc1 | i | i |
| COc1ccc(NC(=O)CN(C)S(=O)(=O)c2ccc3c(c2)CCC(=O)N3)c(OC)c1 | i | i |
| Cc1ccc2nc(SCC(=O)c3ccc(Cl)s3)[nH]c2c1 | i | i |
| Cc1ccc(Cl)cc1NC(=O)N[C@@H](CC(C)C)C(=O)O | i | i |
| Cc1nccc(-c2cccc(NC(=O)Nc3ccc(Cl)cc3)c2)n1 | i | i |
| CCn1c(=O)n(CC(=O)NCC2CCCO2)c(=O)c2c3c(sc21)CCCC3 (stereo not given) | i | i |

(continued)
| Structure | CHT PAM | CHT block |
| --- | --- | --- |
| Cc1nnc(SCCC(=O)Nc2ccc(Cl)cc2)o1 | i | i |
| Cc1ccc(CNC(=O)c2ccc(N3CCC4(CC3)CC(c3cccc(Br)c3)=NO4)c([N+](=O)[O-])c2)cc1 | i | i |
| Cc1ccc(O)c(NC(=O)c2ccccc2-c2ccccc2C(=O)O)c1 | i | i |
| O=c1c2cnn(-c3ccccc3)c2ncn1Cc1ccccc1 | i | i |
| Cc1ccc(-c2noc(=O)n2CC(=O)c2ccc(Cl)cc2)cc1 | i | i |
| O=C(c1ccc2c(=O)n3c(nc2c1)CCCCC3)N1CCN(c2cccc(Cl)c2)CC1 | i | i |
| COc1ccc(C(C(=O)NCCC(C)C)N(CCO)C(=O)c2snc(C(N)=O)c2N)cc1 (stereo not given) | i | i |
| COc1ccc(C(=O)NNC2=NC(C)(C)Cc3ccccc32)cc1 | i | i |
| Cc1ccccc1NC(=O)c1cccnc1 | i | i |
| CCN1CCN(C(=O)c2ccccc2N(C)S(=O)(=O)c2ccc(C)cc2)CC1 | i | i |

Next section:
| Structure | CHT PAM | CHT block |
| --- | --- | --- |
| CCOc1ccc(NC(=O)CC2SC(N)=NC2=O)c([N+](=O)[O-])c1 (stereo not given) | i | i |
| C=CCNC(=S)Nc1ccc2nc(C)oc2c1 | i | i |
| Cc1noc(C)c1C(=O)NCCc1ccc(Cl)cc1 | i | i |
| Cc1cc(C)c(-c2csc(NC(=O)C3=COCCO3)n2)c(C)c1 | i | i |
| COc1ccccc1-c1nc(-c2ccc(Br)cc2)no1 | i | i |
| Cc1ccc(/C=N/NC(=O)C2COc3ccccc3O2)s1 (stereo not given) | i | i |
| Cc1ccc(-c2cc(C(=O)N3CCCC3)c3ccccc3n2)s1 | i | i |
| Cc1ccc(NC(=S)NC(=O)CC2CC(C)(C)OC2=O)cc1 (stereo not given) | i | i |
| O=C(COC(=O)CNC(=O)c1ccc(Cl)cc1Cl)Nc1ccc(N2CCOCC2)cc1 | i | i |
| O=C1CCN(C2CCN(Cc3nc(Cc4ccccc4F)no3)CC2)CCN1 | i | i |

Additional compounds.
| Structure | CHT PAM | CHT block |
| --- | --- | --- |
| CCCCn1c(N)c(N(CCOC)C(=O)c2ccc3c(c2)OCCO3)c(=O)[nH]c1=O | i | i |
| COc1ccccc1N1CCN(C(=O)c2ccccc2Oc2ccccc2)CC1 | i | i |
| CCN1CCCC1CNCc1ccccc1OCc1ccc(F)cc1 (stereo not given) | i | i |
| COc1cc2nc(SCc3ccc(Cl)cc3Cl)n(Cc3cccs3)c(=N)c2cc1OC | i | i |
| CC(C)C(C(=O)NCc1ccco1)N(C(=O)CNS(=O)(=O)c1ccccc1)c1ccccc1 (stereo not given) | i | i |
| CC(C)(C)c1nc(SCC(=O)Nc2ccc3c(c2)OCCO3)c2ccccc2n1 | i | i |
| Cc1ccc(C(=O)/C=C/Nc2cccc(O)c2)cc1 | i | i |
| CC(C)(C)CC(=O)Nc1nnc(SCC(=O)NCc2cccs2)s1 | i | i |
| O=C(c1cc(COc2ccc(F)cc2F)on1)N1CC2C[C@@H]3CC1C[C@H](C2)C3 | i | i |
| Cc1cc(C(=O)CCC(=O)NCC2COc3ccccc3O2)c(C)s1 (stereo not given) | i | i |

In the list so far, these contain a Cl atom.
| Structure | CHT PAM | CHT block |
| --- | --- | --- |
| N#Cc1nc(Cc2ccccc2)oc1NCc1ccccc1Cl | i | i |
| Cc1ccc2nc(SCC(=O)c3ccc(Cl)s3)[nH]c2c1 | i | i |
| Cc1ccc(Cl)cc1NC(=O)N[C@@H](CC(C)C)C(=O)O | i | i |
| Cc1nccc(-c2cccc(NC(=O)Nc3ccc(Cl)cc3)c2)n1 | i | i |
| Cc1nnc(SCCC(=O)Nc2ccc(Cl)cc2)o1 | i | i |
| Cc1ccc(-c2noc(=O)n2CC(=O)c2ccc(Cl)cc2)cc1 | i | i |
| O=C(c1ccc2c(=O)n3c(nc2c1)CCCCC3)N1CCN(c2cccc(Cl)c2)CC1 | i | i |
| Cc1noc(C)c1C(=O)NCCc1ccc(Cl)cc1 | i | i |
| O=C(COC(=O)CNC(=O)c1ccc(Cl)cc1Cl)Nc1ccc(N2CCOCC2)cc1 | i | i |
| COc1cc2nc(SCc3ccc(Cl)cc3Cl)n(Cc3cccs3)c(=N)c2cc1OC | i | i |

(further entries)
| Structure | CHT PAM | CHT block |
| --- | --- | --- |
| O=C(Nc1ccc(-c2ccc([N+](=O)[O-])cc2)cc1)c1ccccc1F | i | i |
| Cc1ccc2nc3n(c(=O)c2c1)CCC3 | i | i |
| COc1ccc2c(CC(=O)Nc3ccccc3N3CCOCC3)coc2c1 | i | i |
| COc1ccc(/C=C/C(=O)NCc2ccc3c(c2)OCO3)cc1OC | i | i |
| CC(=O)c1c(O)c2ccccc2n(C2CCCCC2)c1=O | i | i |
| COc1ccc(OC)c(NC(=O)c2cc(S(=O)(=O)N3CCCCC3)c[nH]2)c1 | i | i |
| O=C(CN1CCN(Cc2ccc(F)cc2Cl)C1=O)NCCc1ccccc1 | i | i |
| Nc1cc(=O)[nH]c2nnc(SCC(=O)Nc3cccc4ccccc34)n12 | i | i |
| O=S(=O)(NN=C1CCCCCC1)c1ccccc1 | i | i |
| COc1ccc(CN2CCC(C(=O)N3CCN(c4ccccc4F)CC3)CC2)cc1OC | i | i |

Continuation:
| Structure | CHT PAM | CHT block |
| --- | --- | --- |
| C#CCN(C(=O)c1ccc(OC)c(OC2CCN(C(C)C)CC2)c1)C1CCCCC1 | i | i |
| CCNC(=S)N(CCc1c(C)[nH]c2ccc(OC)cc12)Cc1cccnc1 | i | i |
| COc1ccccc1OC(C)C(=O)N1CCN(Cc2ccc3c(c2)OCO3)CC1 (stereo not given) | i | i |
| On1nnc2ccccc21 | i | i |
| COc1cc(OC)cc(-c2nnc(SCC(=O)NCc3cccs3)o2)c1 | i | i |
| CCOc1ccccc1N1CCN(Cc2cccc(OC)c2OC)CC1 | i | i |
| Cc1ccc2nc(Nc3nc(CSc4nnc(C)s4)cc(=O)[nH]3)nc(C)c2c1 | i | i |
| CC(C)C(CO)N1CCN(Cc2ccccc2)CCC1=O (stereo not given) | i | i |
| CN(C)S(=O)(=O)c1ccc(C(=O)N(c2ccccn2)c2ccccn2)cc1 | i | i |
| Cc1ccc([C@@H]2CC=C(C(=O)O)[C@H](c3ccccc3F)N2S(=O)(=O)c2ccc(C)cc2)cc1 | i | i |

(continued)
| Structure | CHT PAM | CHT block |
| --- | --- | --- |
| Cc1nc2ncnn2c(C)c1CCC(=O)Oc1ccccc1 | i | i |
| CN1C(=O)NC(c2ccc(O)cc2)C2=C1CN(c1ccccc1)C2=O (stereo not given) | i | i |
| CCC(c1nnc(SCC(=O)Nc2nnc(-c3ccccc3)o2)o1)N(C)C (stereo not given) | i | i |
| CCNC(=O)C1CC(=O)N(Cc2ccc(F)cc2)C(=Nc2ccc(OC)cc2)S1 (stereo not given) | i | i |
| Cc1ccc(C2N(c3ccc(Cl)cc3)C(=O)N3CCCN23)cc1 (stereo not given) | i | i |
| CCOC(=O)C1=C(C)N=C2c3ccccc3C(=O)C2C1c1ccc(Cl)cc1 (stereo not given) | i | i |
| Cc1ccc(C(=O)Nc2cccc(C(=O)NCc3ccccc3)c2)o1 | i | i |
| O=C(c1ccco1)N1CCN(C(=O)c2cnn(-c3ccc(Cl)cc3)c2C2CCNCC2)CC1 | i | i |
| N#Cc1c(NC(=S)NC(=O)Cc2cccs2)sc2c1CCCCC2 | i | i |
| Cc1ccc(NC(=S)N(CCCN2CCCC2)Cc2cccn2Cc2ccc(Cl)cc2)cc1 | i | i |

(further entries)
| Structure | CHT PAM | CHT block |
| --- | --- | --- |
| Nc1nc(-c2cccc(NS(=O)(=O)c3ccccc3)c2)cs1 | i | i |
| N/C(=N/O)c1nc(N2CCCCC2)nc(N2CCCCC2)n1 | i | i |
| CC(=O)c1ccc(NC(=O)C2=CC(c3ccc4c(c3)OCO4)=NS(=O)(=O)N2C)cc1 | i | i |
| CCOC(=O)N1CCN(C(=O)c2ccc3nc4cc(Cl)ccc4c(=O)n3c2)CC1 | i | i |
| CCc1nc(CN2CCN(c3ccc(C(F)(F)F)cn3)CC2)c(C)[nH]1 | i | i |
| CC1=C(C(=O)Nc2ccccc2)C(c2ccncc2)C(C#N)=C(SCC(=O)NC2CC2)N1 (stereo not given) | i | i |
| COc1cccc(CN2CCNC(=O)C2CC(=O)N(C)C2CCOCC2)c1 (stereo not given) | i | i |
| Cc1ccc(NC(=O)Nc2ccccc2C#N)c(Cl)c1 | i | i |
| CC(C)Cn1c(SCC(=O)NC(=O)NC2CCCC2)nc2ccccc21 | i | i |
| CCOC(=O)C1=C(c2ccc(OC)cc2)C(=O)c2ccccc2C1=O | i | i |

More compounds follow:
| Structure | CHT PAM | CHT block |
| --- | --- | --- |
| C=C1CC(C)OC(c2ccccc2OCC(O)CN2CCCCC2)C1 (stereo not given) | i | i |
| CC(=O)NCC(=O)OCC(=O)N1c2ccccc2Sc2ccccc21 | i | i |
| Cc1ccc2c(c1)c(N=Nc1cccc(C(=O)O)c1)c(O)n2C | i | i |
| Cc1ccc2nsnc2c1S(=O)(=O)N1CCN(CCc2ccccc2)CC1 | i | -11* |
| O=C(Cc1ccccc1)NCC(=O)OCC(=O)c1ccc(F)cc1 | i | i |
| Cc1cc(NCc2ccccc2)nc2ccccc12 | i | i |
| COc1ccc(NC(C)=O)cc1NC(=O)c1ccc2ccccc2c1 | i | i |
| COc1ccc(C(C)NS(=O)(=O)Cc2ccccc2)cc1 (stereo not given) | i | i |
| O=C1CCCN1CC(O)CS(=O)(=O)c1ccc(Cl)cc1 (stereo not given) | i | i |
| CCCn1c(=O)c2c(nc3n2CCCN3Cc2ccccc2)n(C)c1=O | i | i |

Additional structures:
| Structure | CHT PAM | CHT block |
| --- | --- | --- |
| COc1cc2c(cc1OC)CN(CC(=O)NC(=O)NCc1ccco1)CC2 | i | i |
| CC1=CN2C(=NC(=O)CC2(C)C(=O)N(CC(=O)NC2CCCC2)Cc2ccccc2)C=C1 (stereo not given) | i | i |
| O=C(COC(=O)C1CC(O)CN1C(=O)Oc1ccccc1)c1ccc(Br)cc1 (stereo not given) | i | i |
| CCN(C(=O)c1ccc(Cl)c([N+](=O)[O-])c1)c1ccccc1 | i | i |
| CC1=C(C(=O)NC2CCCc3c2cnn3-c2cc(F)cc(F)c2)OCCO1 (stereo not given) | i | i |
| CCCN1C2CCCC1CC(NC(=S)Nc1cc(C)cc(C)c1)C2 (stereo not given) | i | i |
| Cn1c(Cc2ccccc2)nnc1SCC(=O)NC1CC1 | i | i |
| COC(=O)c1ccc(-n2nc(C(F)(F)F)c3c2-c2ccoc2CC3)cc1 | i | i |
| CCCCOC(=O)c1ccc(NC(=S)NC(=O)c2c(Cl)cnn2C)cc1 | i | i |
| O=C(Cc1ccc(O)cc1)NCCNC(=S)NCc1ccccc1 | i | i |

The list continues.
| Structure | CHT PAM | CHT block |
| --- | --- | --- |
| CC12CCC(C(=O)N(CC(O)CN3CCCCC3)C1=O)C2(C)C (stereo not given) | i | i |
| CSc1nnc2c(n1)OC(c1ccsc1)N(C(C)=O)c1ccccc1-2 (stereo not given) | i | i |
| Cc1ccc2nc(NC(=O)c3ccc(S(=O)(=O)N4CCCc5ccccc54)cc3)sc2c1 | i | i |
| O=C(Cn1nc2ccccc2n1)N/N=C/c1cc([N+](=O)[O-])ccc1O | i | i |
| COc1ccc(C(C(=O)Nc2ccc3c(c2)OCO3)N(C)C(=O)Cc2c[nH]c3ccccc23)cc1 (stereo not given) | i | i |
| Cc1c(C(=O)NN2CCOCC2)oc2c1ccc1ccccc12 | i | i |
| COc1cc(/C=N/NC(=O)c2ccccn2)cc2c1OCO2 | i | i |
| CCOc1ccc(NC(=O)CSc2nc3ccccc3nc2N2CC(C)OC(C)C2)cc1 (stereo not given) | i | i |
| COc1ccc(Cl)cc1N=Cc1c(O)cc(C)oc1=O | i | i |
| NNC(=O)c1cncc(Br)c1 | i | i |

The list goes on.
| Structure | CHT PAM | CHT block |
| --- | --- | --- |
| O=C(COc1cccc(Br)c1)N/N=C1\CCCc2ccccc21 | i | i |
| Cc1ccccc1NC(=O)c1cccc2nc3ccccc3nc12 | i | i |
| O=C(Nn1cnnc1)c1cc(-c2cccc(Br)c2)nc2ccccc12 | i | i |
| COCCCNC(=O)C1CCCN(C(=O)Nc2ccc(OC)cc2)C1 (stereo not given) | i | i |
| COc1cccc(CN2CCNC(=O)C2CC(=O)N(C)C2CCOCC2)c1OC (stereo not given) | i | i |
| CC(C)C12CCC(C(=O)O)C(C1)C(=O)O2 (stereo not given) | i | i |
| CCN(CC)CCCNC(=O)CCC(=O)Nc1ccc2nc(N3CCC(C)CC3)cc(C)c2c1 | i | i |
| CC(C(=O)NC1CCCCCC1)n1cc([N+](=O)[O-])cn1 (stereo not given) | i | i |
| O=C(O)c1cc([N+](=O)[O-])cc2c1C=Cc1ccccc1O2 | i | i |
| COc1cc2c(cc1OC)CN(Cc1cc(OC)c3c(c1)OCO3)CC2 | i | i |
| COc1ccccc1N(CC(O)Cn1c(C)nc2ccccc21)S(=O)(=O)c1ccccc1 (stereo not given) | i | i |
